Source: PubChem BioAssay (Broad Institute)
miR-122 sensor: miR-122 Renilla sensor signal increase in Huh7, primary screen, miR-122 inhibitor project, cell-based, single point, plate reader; activation (reporter increase), % at 12.5 µM; Huh7 miR-122 Renilla luciferase sensor, 48 h; neutral wells = 0, positive control = 100; hit rate 0.3% among 340,000; AID 602342, 2012;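 active = mean replicate activation score at least 90 and every replicate individually at or above 90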;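 also: higher luciferase means less miR-122 activity so hits act as miR-122 inhibitors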
Statin myotox sup: suppressors of statin myotoxicity in C2C12 myotubes, primary screen, cell-based, single point, plate reader; C2C12 myotubes + simvastatin, ATP luminescence, 48 h; scaled: DMSO 0, geranylgeraniol control 100; rescue of ATP level, % at 7.49 µM; hit rate 0.78% among 330,000;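 active = mean ATP rescue above about 67%, or every replicate alone reaching that limit, limit read from the data, passing the limit was not always enough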;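 also: myotubes were challenged with 10 µM simvastatin during compound exposure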
FN deposit inh: inhibitors of fibronectin matrix deposition, primary screen, AH1F cells, Alexa488-fibronectin fluorescence, plate reader; hit rate 0.086% among 350,000; inhibition, % at 12.6 µM; AID 743247, 2014; AH1F fibroblasts, overnight;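 active = mean inhibition across replicates of 30% or more, regardless of how many single replicates reach that level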;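 also: positive control wells lacked labelled fibronectin entirely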
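Material: AH1F fibroblasts assembling fluorescent fibronectin matrix; amount: 10000 AH1F cells/well; medium: DMEM, 2% serum; reagent: Alexa488-fibronectin, 24 nM final in well; dosing: single compound dose, delivered by pin transfer; incubation: 1 h adhesion, overnight exposure; detection: fluorescence after three HBSS washes, excitation 485 nm, emission 525 nm; measure: fibronectin deposition inhibition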
PGC1a acetyl inh: inhibitors of PGC1a acetylation signal, primary screen, cell-based, U2OS, AlphaScreen, inhibitor mode. AlphaScreen anti-acetyl-lysine; with virally co-expressed GCN5 acetyltransferase. inhibition, % at 15.6 µM. hit rate 0.17% among 350,000;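 active = every replicate shows inhibition of at least 40%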;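 also: 0% = neutral control wells and 100% = positive control wells; some results beyond the cut were filed as inactive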
PglD DTNB: C. jejuni PglD acetyltransferase inhibitors, primary screen, biochemical, DTNB colorimetric, single point | UDP-N-acetylbacillosamine N-acetyltransferase PglD (Campylobacter jejuni) | purified PglD enzyme, DTNB colorimetric CoA detection | inhibition, % at 12.5 µM | hit rate 0.098% among 360,000 | AID 602405, 2012; in the data active = inhibition above about 16%, passing the limit was not always enough; also: strong numbers were not always called active
Cneo AK release: Cryptococcus neoformans cell lysis inducers, primary screen, AK release luminescence, single concentration; C. neoformans lysis, adenylate kinase release luminescence, 4 h; normalised: neutral wells 0, clomiphene wells 100; lysis activity, % at 15 µM; hit rate 0.2% among 360,000;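 active = mean lysis activity across replicates of at least 80%, whatever share of replicates individually reach that level; inactive = mean lysis activity below 80%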
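Assay system: log-phase C. neoformans yeast / Quantity: yeast cell density of 5 × 10^6 cells/mL / Medium: fresh YPD growth medium / Compound: single dose / Timing: static 4 h at 37 °C with compound, 1 h detection / Measured by: adenylate kinase release luminescence / Read-out: lysis from increased AK signal / Benchmarks: Clomiphene as positive lysis control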
F508del corr: F508del CFTR correction, initial screen, CFBE line, single point | CFBE cells, YFP halide quenching; stimulated with forskolin plus potentiator P3; % fluorescence drop versus neutral controls | activity (quench increase), % at 7.58 µM | hit rate 0.36% among 350,000;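 active = mean added fluorescence quench of at least 8% versus neutral control, with both replicates also reaching 8%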;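 also: cells transiently co-express mutant CFTR-F508del with the halide-sensitive YFP; corrector assay measuring rescue of mutant channel to the surface after 24 h compound exposure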
INS-1E GSIS act: GLuc luminescence reporter in INS-1E cells, primary screen for activators of glucose-dependent secretion of insulin | INS-1E GLuc reporter insulin secretion, 2-3 h | activation, % at 16.6 µM | hit rate 0.61% among 370,000 | AID 743287, 2014;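 active = lowest replicate activation of at least 40%, so every replicate reaches that level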;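 also: 0% = median of neutral control wells and 100% = median of IBMX positive control wells; some compounds called inactive have numbers as strong as hits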
The depositor's hits bear a star; . = no result given; [ ] = dose if it differs, or a comment. No enrichment for hits; 2.1% or so of the library scored in one or more.

Molecule	miR-122 sensor	Statin myotox sup	FN deposit inh	PGC1a acetyl inh	PglD DTNB	Cneo AK release	F508del corr	INS-1E GSIS act
C[C@@H]1CN([C@@H](C)CO)S(=O)(=O)c2ccc(/C=C/c3ccccc3)cc2O[C@@H]1CN(C)C(=O)Nc1cccc(F)c1	13[16.7 µM]	-36	.	6	3	0	-2.3	-6
COc1ccccc1N(C(=O)Cn1nnc(-c2ccc(C)o2)n1)C(C(=O)NC1CCCC1)c1ccncc1 (stereo not given)	-4	15	7	3	2	3	-1.6	-5
CC(C)NC(=O)N(C)C[C@H]1Oc2c(NS(=O)(=O)c3cn(C)cn3)cccc2C(=O)N([C@H](C)CO)C[C@H]1C	0[16.7 µM]	.	8	-7	1	-4	0.7	6
Cn1c(SCC(=O)NC(c2ccccc2)c2ccccc2)nnc1-c1cccs1	-2	19	.	6	-4	0	.	-24
O=C(O)C1C2C=CC(C2)C1C(=O)OCc1ccccc1 (stereo not given)	-6	-16	10	-5	-4	-3	.	.
C[C@@H]1CN([C@@H](C)CO)C(=O)c2cccc(NC(=O)Nc3ccc4c(c3)OCO4)c2O[C@@H]1CN(C)Cc1ccc(C(F)(F)F)cc1	-2[16.7 µM]	-35	.	-9	5	40	0.5	-22
COc1ccc(-c2nc(CS(=O)CC(=O)NCc3ccco3)c(C)o2)cc1OC (stereo not given)	1	14	0	-32	5	-1	6.7	.
Cc1cc(C(F)(F)F)n2ncc(-c3ccccc3)c2n1	-3	-2	19	1	.	.	.	.
CCC(=O)N(C)C[C@@H]1Oc2ncc(C#CC(C)C)cc2C(=O)N([C@H](C)CO)C[C@H]1C	.	2	.	11	-2	6	1.0	4
Cc1cc(=O)[nH]c(N2CCN(C(c3ccccc3)c3ccccc3)CC2)n1	-6	-7	.	-10	.	0	.	.
N/C(=N\c1nc2ccccc2o1)NC(=O)c1cccc(Br)c1	3	.	2	0	-4	1	-3.2	-7
CC(=O)C1=C(O)C(=O)N(CCc2c[nH]c3ccccc23)C1c1ccco1 (stereo not given)	3	-7	1	7	0	0	.	-33
CCOc1ccc2[nH]c3c(N4CCN(C(=O)c5ccco5)CC4)ncnc3c2c1	2	.	5	6	8	-1	0.5	-10
COC(=O)COc1ccc(S(=O)(=O)NCc2cccnc2)cc1C	9	2	.	.	0	0	-2.4	-8
CN1CCc2c(sc3c2C(=O)NC(c2ccco2)N3)C1 (stereo not given)	-2	2	.	1	-4	1	.	.
COc1ccccc1C(=O)N1C[C@@H]2[C@H](c3ccccc31)[C@H](CO)N2C(=O)Cc1cccnc1	-14[16.7 µM]	9	.	2	8	-2	1.5	9

3 records drawn at random from the list so far, as already listed:
Molecule	miR-122 sensor	Statin myotox sup	FN deposit inh	PGC1a acetyl inh	PglD DTNB	Cneo AK release	F508del corr	INS-1E GSIS act
N/C(=N\c1nc2ccccc2o1)NC(=O)c1cccc(Br)c1	3	.	2	0	-4	1	-3.2	-7
CN1CCc2c(sc3c2C(=O)NC(c2ccco2)N3)C1 (stereo not given)	-2	2	.	1	-4	1	.	.
COC(=O)COc1ccc(S(=O)(=O)NCc2cccnc2)cc1C	9	2	.	.	0	0	-2.4	-8

Remaining list, next part:
Molecule	miR-122 sensor	Statin myotox sup	FN deposit inh	PGC1a acetyl inh	PglD DTNB	Cneo AK release	F508del corr	INS-1E GSIS act
COCCN(Cc1ccccc1)C(=O)c1cccc(S(=O)(=O)N2CCN(c3ccc(F)cc3)CC2)c1	.	4	3	.	.	.	1.6	-47
C[C@@H](C(=O)NC1CCCC1)N1C(=O)N2CCc3c([nH]c4ccccc34)[C@@]2(C)C1=O	-15	-8	.	-10	-2	1	-0.9	-3
Brc1ccccc1/C=N/Nc1nc2ccccc2o1	-8	-2	-3	-4	10	4	2.0	47*
CCN(CC)Cc1c(C)[nH]c2ccc(NC(C)=O)cc2c1=O	-1	20	.	35	7	2	-1.5	.
Cc1ccc2c(=O)[nH]c(Cc3ccccc3C(=O)O)nc2c1	-1	.	-5	13	-3	-4	-8.5	5
CCn1cc(C(=O)N2CCCCC2)c(=O)c2cc(S(=O)(=O)N3CCC(C)CC3)ccc21	12	3	4	-13	-2	.	.	-1
O=C(Nc1ccc2nc3ccccc3nc2c1)c1ccc(Br)cc1	-1	-1	-15	-3	-2	-1	.	31
CC(Sc1nc2c(c(=O)[nH]1)CCCC2)C(=O)Nc1ccc(S(N)(=O)=O)cc1 (stereo not given)	-1	-8	5	-2	-5	-3	0.8	7
NCCCn1c(C(=O)c2ccc(Cl)cc2)c2ccc([N+](=O)[O-])cc2[n+]1[O-]	4	4	12	.	-6	1	-3.5	.
O=[N+]([O-])c1ccccc1OCC(O)CN1CCN(CC(O)COc2ccccc2[N+](=O)[O-])CC1 (stereo not given)	0	7	1	1	0	-2	0.9	8
O=C1COc2ccc(C(=O)COC(=O)Cc3ccc(Cl)cc3)cc2N1	-1	5	-4	-1	.	.	-1.3	14
Cc1cc(C(=O)NCC(c2ccco2)N(C)C)ccc1[N+](=O)[O-] (stereo not given)	-3	4	3	-1	-4	1	-1.8	0
C[C@H]1CN([C@@H](C)CO)C(=O)c2cc(NS(=O)(=O)c3cn(C)cn3)ccc2O[C@@H]1CN(C)C(=O)Nc1cccc2ccccc12	0[16.7 µM]	-1	15	7	3	3	1.2	14
CSc1ccc(/C=N/N2CCN(C)CC2)cc1	0	12	.	.	-4	1	1.2	7
O=C(NCCc1ccc(Cl)cc1)c1cccs1	-24	2	14	-2	-2	2	-2.6	-14
CC(C)(C)OC(=O)C[C@H]1C/C=C\C[C@H](CC(=O)N(CCO)Cc2ccccc2)C(=O)N[C@@H](Cc2ccccc2)COC1=O	-5	-7	-10	6	4	-2	0.6	-30
COc1ccccc1NC(=O)CC(=O)c1ccccc1	2	17	-3	4	1	-2	-0.7	9
O=S(=O)(c1ccc2ccccc2c1)N1CCN(C(=S)Nc2ccc(F)c(Cl)c2)CC1	-4	.	6	-1	4	-2	.	-34
COCC(=O)N(C[C@@H]1N[C@@H](CO)[C@@H]1c1ccc(C2=CCCC2)cc1)C(C)C	-7[16.7 µM]	-22	18	-3	-2	-1	-2.3	2
COc1ccc(CN2C[C@H](O)COC[C@H]3O[C@@H](CC(=O)NCCN4CCCC4)CC[C@@H]32)cc1	4[16.7 µM]	-21	7	2	-2	1	1.2	1
Cc1cc(C(=O)Nc2ccc(S(=O)(=O)Nc3onc(C)c3C)cc2)c(C)o1	-6	7	8	14	0	1	.	.
COC(=O)c1c(NC(=O)CN2CCN(c3ccccc3)CC2)c2c(C)cccc2n1C	-2	-5	.	-1	-1	-4	.	.
Cn1c(SCC#N)nc2ccccc2c1=O	.	.	9	10	.	.	-3.0	29
O=c1[nH]c2ccccc2c(=O)c2ccccc12	-5	-4	-6	3	5	0	1.3	28
Cc1c(C#N)c2ccccc2n1CC(=O)NCC1CCCO1 (stereo not given)	0	11	.	.	-5	1	-0.2	-5
CCCNC(=O)CSc1nnc(NC(=O)C2CC(=O)N(c3ccccc3OC)C2)s1 (stereo not given)	-32	16	4	.	-6	-2	2.6	.
CC(=O)c1c(C)nn(C(=O)c2cccs2)c1C	-3	-3	3	-10	1	-1	-0.2	7
COCC(=O)NC[C@H]1[C@H](c2ccc(-c3ccccc3)cc2)[C@@H](CO)N1C(C)=O	-6[16.7 µM]	-6	.	-5	-2	-2	-0.5	4
COc1ccc(-c2ccc3c(c2)[C@H]2[C@H](CCN2Cc2ccncc2)[C@@H](CO)N3)cc1	.	.	-5	4	.	.	4.0	7
COc1ccc(-c2nc(SC(C)C(=O)Nc3ccc(NC(C)=O)cc3)n[nH]2)cc1 (stereo not given)	-1	11	1	5	2	0	3.2	-40
Cc1ccc(-n2c(=O)[nH]c3c(C(N)=O)nc(-c4ccc(C)o4)nc32)cc1	-5	17	.	-14	2	3	.	.
COc1ccccc1-c1cnc(C(O)c2ccc(F)c(C)c2)[nH]1 (stereo not given)	10	6	3	10	-3	0	-1.0	.
CCCC(=O)Nc1cc(C)c(NC(=O)c2ccco2)cn1	-7	-7	-4	4	-1	1	-1.0	3
Cc1cccc(C)c1NC(=O)CSc1nnc(-c2cnccn2)n1C	4	19	-4	-4	-2	0	2.5	10
COCCNC(=O)c1c[nH]c2cc(OC)c(OC)cc2c1=O	13	.	6	.	-1	0	.	.
CCOc1cccc(C2C(C#N)=C(N)Oc3cc(C)n(Cc4ccccn4)c(=O)c32)c1OCC (stereo not given)	-1	.	.	0	13	0	.	.
CCN(CC)c1ccc(N=Nc2nn(C)c(C)c2[N+](=O)[O-])cc1	-10	.	1	15	14	-8	.	.
O=C(c1cccnc1)N1CCCCN2[C@H](C1)[C@H](c1ccc(C#Cc3cccnc3)cc1)[C@@H]2CO	0[16.7 µM]	.	.	12	2	-1	-3.3	-14
C=CCNC(=O)C1CC2c3ccccc3C1c1ccccc12 (stereo not given)	.	.	-4	3	.	.	-1.8	2
CCc1cc(Cn2nc(C(=O)O)cc2-c2ccccc2)on1	.	-14	-5	.	-3	0	1.8	4
COc1cccc(NC(=O)c2ccncc2)c1	-13	-3	.	10	3	-1	.	.
COc1cccc(C#Cc2ccc([C@H]3[C@@H](CO)N(C(=O)C4CC4)[C@H]3C#N)cc2)c1	.	-75	10	-4	-3	-11	-1.1	7
COc1cc(OC)nc(Oc2cccc(Cl)c2C)n1	-5	.	0	-1	-8	1	2.5	5
CCCNC(=O)N1CC(=O)N2[C@H](CO)[C@@H](c3ccc(C#CCC4CCCC4)cc3)[C@@H]2C1	.	.	-10	-4	.	.	2.0	-18
Cc1cc(C)nc(SCCC(=O)N2CCOCC2)n1	7	-4	.	-4	-4	1	.	.
CCCC#Cc1cnc2c(c1)C(=O)N([C@H](C)CO)C[C@H](C)[C@H](CN(C)Cc1cccnc1)O2	5[16.7 µM]	.	-2	-8	2	-6	1.2	-6
COc1ccc([C@@H]2C=C(C(=O)O)O[C@H](OCCCCO)C2)cc1	0	-4	13	6	2	0	-3.7	-7
CNc1cncc(-c2cccc(C(=O)NCCN(C)C)c2)n1	-5	-1	-7	2	2	1	0.0	-4
CCN(CC)C(=O)Cn1c(=O)n(C)c2ccccc21	-7	-5	4	-1	-4	-1	.	.
CC(C)(C)C1CCc2c(sc3nc(SCC(N)=O)nc(N)c23)C1 (stereo not given)	13	-11	.	1	-4	-4	.	.
COC(=O)c1cn(C)c2ccc(S(=O)(=O)N(C)C3CCCCC3)cc2c1=O	4	3	5	7	.	1	1.6	1
